Source: PubChem (NMMLSC)
Cdc42 wt: changes GTP binding to wildtype human Cdc42 | GST-Cdc42 beads, Bodipy-GTP binding, flow cytometry; actives lie on both sides | percent activity (GTP binding), % at 10 µM | 190,000 compounds, 0.2% hits;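 active means percent activity GTP binding at least 20 points away from the 100% baseline, either down as inhibitor or up as activator; inconclusive means compound flagged as likely green fluorescent from well-wide comparison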;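 further: median bead fluorescence of bound Bodipy-FL-GTP at 100 nM; 0% = excess unlabeled GTP control and 100% = no compound control; below 100% means less GTP binding so inhibitor and above means activator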
Target sequence (P60953 whole entry, looked up): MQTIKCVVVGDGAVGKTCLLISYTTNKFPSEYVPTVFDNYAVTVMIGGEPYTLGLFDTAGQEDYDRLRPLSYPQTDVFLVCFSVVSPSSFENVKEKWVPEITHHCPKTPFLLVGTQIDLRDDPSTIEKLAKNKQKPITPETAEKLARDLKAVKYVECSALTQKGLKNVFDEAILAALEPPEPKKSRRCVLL
Rac1 wt modul: alters GTP binding to wildtype human Rac1 | GST-Rac1 beads, fluorescent GTP binding, flow cytometry; actives lie on both sides; 0 = cold GTP competed, 100 = untreated | GTP binding activity (% of control), % at 10 µM | P63000 | 190,000 compounds, 0.27% hits;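 active means GTP binding activity at least 20 points away from the 100% control level, either lower or higher; inconclusive means compound flagged as likely green fluorescent, judged across all proteins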
Bcl-XL Bim block: disrupts Bim peptide binding to human Bcl-XL | 190,000 compounds, 0.04% hits | Q07817 | bead flow cytometry, fluorescence | inhibition, % at 10 µM
Target sequence (Q07817 whole entry, looked up): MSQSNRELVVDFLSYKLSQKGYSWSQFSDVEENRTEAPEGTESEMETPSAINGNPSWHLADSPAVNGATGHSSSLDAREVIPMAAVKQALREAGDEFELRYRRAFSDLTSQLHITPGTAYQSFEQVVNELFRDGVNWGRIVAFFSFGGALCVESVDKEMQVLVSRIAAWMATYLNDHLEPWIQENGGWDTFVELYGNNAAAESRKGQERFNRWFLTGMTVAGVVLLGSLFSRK
Rab2A wt mod: changes GTP binding to wildtype dog Rab2A, up or down; GTP binding activity, % at 10 µM; AID 760; 190,000 compounds, 0.19% hits; GST-Rab2 wt beads, Bodipy-GTP binding, flow cytometry; P61105;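 active means GTP binding activity at least 20 points away from 100%, either lowered or raised; inconclusive means signal likely due to the compound's own green fluorescence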;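 further: 0% = beads with excess unlabeled GTP and 100% = no-compound control corrected for plate trend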
Bim-Bcl-W: inhibitors of Bim-Bcl-W interaction, human | bead-based flow cytometry, Bim peptide-Bcl-W binding | inhibition, % at 10 µM | 190,000 compounds, 0.02% hits;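 further: 0% = bound tracer without compound and 100% = peptide blocker; higher means less fluorescent Bim peptide bound to Bcl-W beads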
Target sequence (Q92843 whole entry, looked up): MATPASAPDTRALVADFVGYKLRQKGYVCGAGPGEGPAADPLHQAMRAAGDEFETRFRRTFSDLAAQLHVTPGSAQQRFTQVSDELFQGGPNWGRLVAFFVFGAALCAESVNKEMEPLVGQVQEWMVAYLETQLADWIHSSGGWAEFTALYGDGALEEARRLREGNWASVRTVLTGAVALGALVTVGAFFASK
Bim-Bcl-2: disrupts Bim peptide binding to human Bcl-2. P10415. Bead-based flow cytometry, Bim peptide-Bcl-2 binding. inhibition, % at 10 µM. 190,000 compounds, 0.06% hits. AID 950; in the data active means inhibition above about 40%; inconclusive means no clear call, values can overlap the other calls;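 further: 0% = no compound wells with probe peptide and 100% = reference peptide inhibitor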
Target sequence (P10415 whole entry, looked up): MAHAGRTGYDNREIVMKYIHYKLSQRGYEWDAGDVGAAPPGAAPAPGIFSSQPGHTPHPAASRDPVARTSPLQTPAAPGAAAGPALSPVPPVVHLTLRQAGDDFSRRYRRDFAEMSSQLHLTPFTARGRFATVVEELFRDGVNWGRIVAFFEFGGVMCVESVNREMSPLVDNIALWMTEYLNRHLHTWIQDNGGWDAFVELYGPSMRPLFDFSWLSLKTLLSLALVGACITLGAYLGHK
Bim-Bfl-1: disrupts Bim binding to human Bfl-1; Bead-based flow cytometry, Bim-Bfl-1 binding inhibition; inhibition, % at 10 µM; 190,000 compounds, 0.12% hits; AID 1008;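 further: 0% = wells without compound plus tracer and 100% = blocker peptide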
HRas wt GTP bind: human HRas wildtype GTP binding, change in either direction | P01112 | GST-Ras wt beads, Bodipy-FL-GTP binding, flow cytometry; actives lie on both sides | GTP binding activity, % at 10 µM | 190,000 compounds, 0.14% hits;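 active means GTP binding activity at least 20% away from the 100% baseline, either lowered as inhibitor or raised as activator; inconclusive means flagged as likely green fluorescent, judged across all proteins in the well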;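 further: 0% = unlabeled GTP competition control and 100% = no-compound control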
Rab7 wt GTP bind: modulators of GTP binding to dog Rab7 wildtype GTPase; 190,000 compounds, 0.055% hits; AID 758; GTP binding activity (percent of control), % at 10 µM; GST-Rab7 beads, fluorescent GTP binding, flow cytometry; actives lie on both sides; untreated = 100%, excess cold GTP = 0%;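 active means fluorescent GTP binding to Rab7 beads changed by at least 20 points from the 100% baseline, either direction, mostly lower; inconclusive means compound itself probably fluorescent, or too few beads counted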;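 further: median green fluorescence of bound Bodipy-FL-GTP per Rab7 bead population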
Bcl-B Bim block: inhibitors of Bim-Bcl-B interaction, human. bead-based flow cytometry, Bim peptide-Bcl-B binding. inhibition, % at 10 µM. 190,000 compounds, 0.073% hits;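 further: 0% = tracer peptide without compound and 100% = reference inhibitor peptide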
Target sequence (Q9HD36 whole entry, looked up): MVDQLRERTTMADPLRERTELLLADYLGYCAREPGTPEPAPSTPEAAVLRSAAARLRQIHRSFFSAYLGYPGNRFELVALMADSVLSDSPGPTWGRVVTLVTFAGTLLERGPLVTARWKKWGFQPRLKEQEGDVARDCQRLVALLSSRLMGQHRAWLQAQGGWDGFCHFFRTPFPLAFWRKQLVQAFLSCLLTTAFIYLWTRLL
Rac1 act GTP bind: alters GTP binding to activated mutant human Rac1 | P63000 | GST-Rac1 activated beads, fluorescent GTP binding, flow cytometry; actives lie on both sides; 100% means binding = to untreated wells | percent activity (GTP binding), % at 10 µM | 190,000 compounds, 0.11% hits;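 active means GTP binding at least 20 percentage points away from the 100% baseline, in either direction, so actives lie on both sides; inconclusive means Compound likely fluorescent itself, or too few beads counted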
An asterisk follows results filed as active; ? = inconclusive; nt = not tested or not shown. Unless noted, no stated cut-off is given here; in the data, active means inhibition above about 40%.

SMILES	Cdc42 wt	Rac1 wt modul	Bcl-XL Bim block	Rab2A wt mod	Bim-Bcl-W	Bim-Bcl-2	Bim-Bfl-1	HRas wt GTP bind	Rab7 wt GTP bind	Bcl-B Bim block	Rac1 act GTP bind
O=C(Cn1nc(-c2ccc(Cl)cc2)c2ccccc2c1=O)Nc1cccnc1	103.0	103.0	-1.0	100.0	4.0	-7.0	-14.0	101.0	102.0	-3.0	102.0
COc1ccc(NC(=O)c2cccnc2NCCc2ccccc2)cc1	101.0	104.0	-8.0	100.0	-7.0	-1.0	1.0	99.0	99.0	-2.0	101.0
NS(=O)(=O)c1ccc(NC(=O)COC(=O)COc2ccccc2)cc1	96.0	96.0	0.0	98.0	0.0	-2.0	-3.0	97.0	95.0	2.0	96.0
CCCN1CCN(C(=S)Nc2ccc([N+](=O)[O-])cc2)CC1	101.0	102.0	-9.0	101.0	-20.0	0.0	3.0	100.0	100.0	-16.0	98.0
O=C(C/C=N/OCc1ccc(F)cc1Cl)c1cnc(-c2ccccc2)s1	97.0	95.0	-2.0	95.0	1.0	2.0	0.0	96.0	95.0	1.0	95.0
Cc1c(Cl)c([N+](=O)[O-])nn1CC(=O)NC12CC3CC(CC(C3)C1)C2	101.0	100.0	-2.0	100.0	-1.0	-1.0	-1.0	101.0	103.0	-2.0	98.0
O=c1c(O)c(-c2cccs2)oc2ccc(Cl)cc12	94.0	92.0	2.0	96.0	7.0	2.0	0.0	98.0	92.0	3.0	96.0
COc1ccc(-n2c(O)c(/C=N/Nc3nc(C)cc(C)n3)c3ccccc3c2=O)cc1OC	92.0	93.0	0.0	96.0	0.0	0.0	5.0	99.0	101.0	2.0	95.0
CC(C)=CCN1CCN(Cc2cnc(N3CCCC3)s2)CC1CCO (stereo not given)	98.0	99.0	-4.0	99.0	-1.0	-4.0	-7.0	100.0	105.0	-4.0	97.0
Fc1ccc(COc2cccc3cccnc23)cc1	95.0	94.0	-4.0	92.0	-2.0	-1.0	-4.0	93.0	95.0	0.0	91.0
COCCN1C(=O)C(CC(=O)Nc2ccc(C(=O)O)cc2)SC1=Nc1ccccc1 (stereo not given)	103.0	103.0	6.0	100.0	0.0	0.0	3.0	99.0	98.0	2.0	101.0
NNC(=O)c1cc2c(N3CCC(Cc4ccccc4)CC3)ncnc2s1	95.0	100.0	-3.0	93.0	-2.0	0.0	-2.0	93.0	92.0	-2.0	96.0
Cc1cc(C)c(NC(=O)c2sc3nc4c(cc3c2N)C(=O)CC(C)(C)C4)c(C)c1	95.0	99.0	2.0	92.0	0.0	0.0	1.0	95.0	94.0	-6.0	93.0
Cc1ccc(CN2CCN(C(=O)CCN3C(=O)c4ccccc4C3=O)CC2)cc1	103.0	108.0	3.0	105.0	0.0	0.0	1.0	105.0	107.0	1.0	101.0
C=CCNc1ncnc2c1[nH]c1ccc(Cl)cc12	101.0	108.0	0.0	100.0	0.0	0.0	-9.0	101.0	103.0	-4.0	99.0
O=C(Nn1c(=O)[nH]c2ccsc2c1=O)c1ccccc1	97.0	99.0	-11.0	99.0	-4.0	-6.0	-11.0	99.0	100.0	-9.0	97.0
CCCc1cc(-c2n[nH]c(=S)n2CC)cs1	88.0	94.0	-4.0	88.0	1.0	0.0	1.0	90.0	93.0	-5.0	86.0
CCOc1ccc2[nH]c(=O)c(CN(CCO)C(=O)c3ccc(Br)cc3)cc2c1	100.0	100.0	-1.0	98.0	-3.0	-5.0	-2.0	99.0	99.0	-5.0	97.0
Cc1cc(Cl)ccc1OCC(=O)NN1C(=O)C2C3C=CC(C3)C2C1=O (stereo not given)	95.0	97.0	0.0	98.0	-1.0	3.0	-4.0	100.0	105.0	-3.0	94.0
CCc1ccc(-n2cc(-c3ccc([N+](=O)[O-])cc3)[nH]c2=S)cc1	100.0	107.0	-11.0	99.0	-8.0	-1.0	-7.0	100.0	100.0	-21.0	98.0
CC(=O)Nc1ccc(NC(=O)COC(=O)Cc2c[nH]c3ccccc23)cc1	99.0	106.0	-5.0	98.0	0.0	-3.0	0.0	97.0	100.0	-4.0	97.0
COc1ccc(S(=O)(=O)Nc2cccc(Cl)c2)cc1OC	102.0	102.0	-4.0	100.0	0.0	-4.0	0.0	100.0	98.0	-1.0	98.0
O=C(COC(=O)c1ccco1)Nc1cccc(Br)c1	?	?	-15.0	?	-8.0	-16.0	-25.0	?	?	-11.0	?
COCCN1C=C(C(=O)OC)C(c2cc(Br)c(OC)c(OC)c2)C(C(=O)OC)=C1	97.0	99.0	3.0	96.0	3.0	-1.0	-3.0	98.0	98.0	4.0	98.0
Cc1ccnn2cc3c(=O)n(C)c(=O)n(C)c3c12	101.0	103.0	-3.0	99.0	-2.0	-3.0	0.0	101.0	97.0	-2.0	99.0

Quoted at random: 2 compounds from above, in no set order.
SMILES	Cdc42 wt	Rac1 wt modul	Bcl-XL Bim block	Rab2A wt mod	Bim-Bcl-W	Bim-Bcl-2	Bim-Bfl-1	HRas wt GTP bind	Rab7 wt GTP bind	Bcl-B Bim block	Rac1 act GTP bind
COCCN1C(=O)C(CC(=O)Nc2ccc(C(=O)O)cc2)SC1=Nc1ccccc1 (stereo not given)	103.0	103.0	6.0	100.0	0.0	0.0	3.0	99.0	98.0	2.0	101.0
Cc1ccnn2cc3c(=O)n(C)c(=O)n(C)c3c12	101.0	103.0	-3.0	99.0	-2.0	-3.0	0.0	101.0	97.0	-2.0	99.0

Carrying on:
SMILES	Cdc42 wt	Rac1 wt modul	Bcl-XL Bim block	Rab2A wt mod	Bim-Bcl-W	Bim-Bcl-2	Bim-Bfl-1	HRas wt GTP bind	Rab7 wt GTP bind	Bcl-B Bim block	Rac1 act GTP bind
CN(C)c1ccc(C2Nc3ccccc3C(=O)N2NS(=O)(=O)c2ccccc2)cc1 (stereo not given)	96.0	101.0	-1.0	95.0	-3.0	-3.0	-3.0	96.0	95.0	-3.0	98.0
CCn1c(=O)c([N+](=O)[O-])c(NCC(O)c2ccccc2)c2ccccc21 (stereo not given)	100.0	101.0	34.0	98.0	23.0	19.0	28.0	98.0	97.0	15.0	99.0
Cc1nc(NC(C)C(=O)O)c2nc(C)oc2n1 (stereo not given)	103.0	108.0	-2.0	101.0	-2.0	-3.0	-10.0	101.0	98.0	-5.0	102.0
O=c1[nH]c(SCc2ccc([N+](=O)[O-])cc2)nc2[nH]ncc12	90.0	86.0	3.0	90.0	2.0	-3.0	-7.0	90.0	98.0	0.0	94.0
O=C(c1ccco1)N1CCCN(C(=O)c2ccco2)CC1	98.0	101.0	-6.0	100.0	-1.0	-3.0	-16.0	98.0	104.0	-6.0	97.0
O=C(CN1CCN(Cc2ccccc2F)C1=O)NCc1ccco1	103.0	106.0	-4.0	101.0	-1.0	-6.0	-15.0	101.0	101.0	-7.0	101.0
Cc1cnc(NC(=O)c2ccc(OCC3CCCO3)cc2)s1 (stereo not given)	96.0	105.0	0.0	102.0	0.0	0.0	-2.0	101.0	103.0	-2.0	96.0
Cc1cccc(NC(=O)Cn2nc(C(F)(F)F)cc2C2CC2)c1	99.0	101.0	-7.0	97.0	-2.0	-3.0	-12.0	98.0	95.0	-8.0	97.0
Cc1ccc2ncccc2c1[N+](=O)[O-]	97.0	101.0	-13.0	99.0	-8.0	-7.0	-4.0	99.0	98.0	-12.0	97.0
O=C(O)C(CO)N=Cc1c(O)c2ccccc2oc1=O (stereo not given)	98.0	98.0	-1.0	97.0	-2.0	-2.0	-5.0	96.0	97.0	0.0	96.0
CCOC(=O)c1ccc(NCc2ccc3c(c2)OCO3)cc1	98.0	103.0	-9.0	97.0	0.0	-14.0	-13.0	97.0	99.0	-8.0	99.0
Cc1ccc(C(=O)COC(=O)CCC(=O)NC2CCCCC2)cc1[N+](=O)[O-]	95.0	98.0	-1.0	99.0	1.0	-4.0	-5.0	97.0	103.0	-1.0	97.0
COc1ccc(N(C)C(=O)c2cnc(N3CCN(c4ncccn4)CC3)c3ccccc23)cc1	100.0	101.0	-5.0	98.0	1.0	-5.0	-10.0	101.0	98.0	-8.0	98.0
COc1ccccc1-c1nnc(SCC(=O)c2ccc(C3CCCCC3)cc2)n1Cc1ccco1	?	?	-4.0	?	-4.0	0.0	0.0	?	?	-3.0	?
CCS(=O)(=O)N1CCN(Cc2c[nH]c3ccccc23)CC1	103.0	103.0	2.0	101.0	0.0	2.0	-2.0	102.0	104.0	-1.0	99.0
Cc1cc(C)cc(OCCCCCNCCO)c1	102.0	106.0	-4.0	103.0	1.0	-5.0	-14.0	101.0	100.0	-5.0	97.0
O=C(c1ccco1)N1CCN(CC(O)Cn2c3ccccc3c3ccccc32)CC1 (stereo not given)	100.0	99.0	-10.0	98.0	4.0	-7.0	-7.0	100.0	98.0	-7.0	96.0
O=S(=O)(c1ccc(Cl)cc1)N1CCCC1c1nc2ccccc2s1 (stereo not given)	104.0	101.0	0.0	102.0	-1.0	-5.0	0.0	101.0	93.0	-3.0	99.0
O=C(O)CSc1nnc(Cn2cnc3ccccc32)n1CCc1ccccc1	103.0	103.0	-2.0	101.0	0.0	-6.0	-10.0	100.0	99.0	-9.0	99.0
CCOc1ccccc1NC(=O)C1=C(C)NC(=O)NC1c1cccs1 (stereo not given)	101.0	104.0	0.0	100.0	-4.0	-3.0	-6.0	102.0	105.0	-2.0	101.0
O=C(O)C1CCCCC1C(=O)Nc1cccc2ccccc12 (stereo not given)	98.0	101.0	nt	97.0	nt	?	nt	99.0	98.0	nt	97.0
O=C(NC(NC(=S)Nc1ccc(Cl)cc1Cl)C(Cl)(Cl)Cl)c1cccc([N+](=O)[O-])c1 (stereo not given)	101.0	103.0	-1.0	99.0	-1.0	0.0	3.0	100.0	99.0	2.0	97.0
CCN(CC)CCCNC(=O)c1ccc(OCC(=O)Nc2ccccc2C(F)(F)F)c(OC)c1	98.0	100.0	-1.0	101.0	-1.0	-6.0	-6.0	99.0	106.0	0.0	96.0
CCC(c1nnnn1Cc1ccccc1)N(Cc1ccco1)Cc1cc2cc(OC)ccc2[nH]c1=O (stereo not given)	98.0	99.0	0.0	99.0	0.0	0.0	0.0	100.0	103.0	3.0	98.0
Cc1ccc(C(=O)NCC(=O)N2CCN(S(=O)(=O)c3cccs3)CC2)s1	89.0	103.0	-1.0	95.0	0.0	-2.0	-4.0	98.0	103.0	0.0	95.0
Cc1ccc2oc(-c3ccc(NC(=O)c4cccnc4)cc3)nc2c1	97.0	95.0	-8.0	96.0	0.0	-11.0	-11.0	98.0	96.0	-8.0	96.0
COc1cc(/C=N/NC(=O)CC23CC4CC(CC(C4)C2)C3)cc(Br)c1OCC(=O)N(C)C	98.0	101.0	-3.0	102.0	0.0	-7.0	-18.0	100.0	98.0	-4.0	100.0
CC(C)[C@H](NC(=O)c1ccc(C(C)(C)C)cc1)C(=O)Nc1nnc(C2CC2)s1	98.0	102.0	-3.0	98.0	-2.0	0.0	0.0	97.0	97.0	-4.0	99.0
Cc1nc2c3cc(F)ccc3n(Cc3ccccc3)c2s1	96.0	100.0	15.0	97.0	12.0	16.0	11.0	97.0	102.0	7.0	96.0
